# Assay outcomes from PubChem BioAssay.
# UBC13 inh = human UBC13 polyubiquitination inhibition; P61088; UBC13 polyubiquitin chain formation, TR-FRET; inhibition, % at 20 µM; 330,000 tested, 0.47% active; AID 485273; in the data active = inhibition above about 45%, passing the limit was not always enough
# Target sequence (P61088 whole entry, looked up): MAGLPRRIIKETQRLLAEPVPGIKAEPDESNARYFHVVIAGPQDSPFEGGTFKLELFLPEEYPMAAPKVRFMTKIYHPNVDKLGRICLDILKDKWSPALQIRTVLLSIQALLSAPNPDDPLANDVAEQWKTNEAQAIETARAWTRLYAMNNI
# SENP8 block-1 = blocks the human protease SENP8; Q96LD8; purified SENP8, Z-RLRGG-aminoluciferin cleavage, luminescence; inhibition, % at 10 µM; 330,000 tested, 1.2% active; AID 2540; in the data active = inhibition above about 50%
# Target sequence (Q96LD8 whole entry, looked up): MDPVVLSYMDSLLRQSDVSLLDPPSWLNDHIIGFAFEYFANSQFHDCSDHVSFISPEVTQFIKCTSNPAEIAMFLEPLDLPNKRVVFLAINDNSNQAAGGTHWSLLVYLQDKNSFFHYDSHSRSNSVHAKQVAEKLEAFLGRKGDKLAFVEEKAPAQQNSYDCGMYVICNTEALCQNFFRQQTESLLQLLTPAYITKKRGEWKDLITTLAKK
# SENP7 inh = SENP7 protease inhibition; Q9BQF6; recombinant SENP7, Z-RLRGG-aminoluciferin luminescence, 40 min; inhibition, % at 5 µM; 330,000 tested, 1.5% active; AID 434973;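 active = inhibition above about 50% at the single test dose, limit read from the data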;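 note: plate controls were DMSO with enzyme for no effect and no enzyme buffer wells for full effect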
# Apaf1 inhib = blocks human Apaf-1 apoptosome activity | AID 489030 | 330,000 tested, 0.71% active | O14727 | inhibition, % at 20 µM | reconstituted apoptosome caspase-3 activity, DEVD-Rh110 fluorescence; active = inhibition of at least 40% at 20 µM;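 note: plate controls were DMSO wells for no effect and DEVD-CHO caspase inhibitor wells for full effect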
#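 Material: reconstituted apoptosome with Apaf-1, cytochrome c, caspase-9, procaspase-3, dATP. Technique: Rh110 fluorescence intensity. Buffer or medium: pH 7.5 Hepes buffer with CHAPS, BSA, DTT. Times: 30 min plus 50 min, RT.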
# SENP6 inh = inhibitors of human SENP6 protease. Q9GZR1. Recombinant SENP6 catalytic domain, aminoluciferin luminescence. inhibition, % at 10 µM. 330,000 tested, 1.8% active;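 active = inhibition above about 50% at the single tested dose, limit read from the data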;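 note: plate controls were DMSO wells with enzyme for no effect and DMSO wells lacking enzyme for full effect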
# SENP1 FRET inh = SENP1 (human) catalytic domain inhibition | recombinant SENP1 catalytic domain, CyPet-SUMO1-YPet FRET cleavage | 360,000 tested, 0.21% active | AID 624204 | inhibition, % at 10 µM | Q9P0U3;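 active = inhibition at least 30% at 10 µM, raw YFP signal under a set limit, fluorescence ratio 0.5 to 1.5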;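 note: 0% = enzyme with DMSO and 100% = no enzyme wells; some results filed as inactive read as strong as hits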
# Target sequence (Q9P0U3 419-644 limits assumed): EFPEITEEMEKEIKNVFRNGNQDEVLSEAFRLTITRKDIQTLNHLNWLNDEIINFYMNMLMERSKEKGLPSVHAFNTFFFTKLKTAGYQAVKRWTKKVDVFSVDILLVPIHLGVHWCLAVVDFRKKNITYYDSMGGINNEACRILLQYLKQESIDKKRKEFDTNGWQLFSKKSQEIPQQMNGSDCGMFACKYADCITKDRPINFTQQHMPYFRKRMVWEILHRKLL
#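 Controls: no-enzyme wells low, DMSO-plus-enzyme wells high control. Test system: human recombinant His6-tagged SENP1 catalytic domain enzyme. Reagent: SFCypet-SUMO1-SFYpet FRET protein substrate, 25 nM final. Doses: one dose per compound, 10 µM, 0.5% DMSO. Detection: FRET, CFP and YFP emission. Timing: 50 min reaction at room temperature.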
# A3G deaminase = inhibitors of human APOBEC3G DNA deaminase. Q9HC16. recombinant A3G, ssDNA deamination FAM/TAMRA fluorescence. inhibition, % at 20 µM. 330,000 tested, 0.28% active. AID 493012;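 active = inhibition of at least 40% at 20 µM, with no more than 30% in the related APOBEC3A deaminase screen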;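 note: plate controls were DMSO wells with A3G for no effect and wells lacking A3G enzyme for full effect; some compounds called inactive have numbers as strong as hits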
# Target sequence (Q9HC16 whole entry, looked up): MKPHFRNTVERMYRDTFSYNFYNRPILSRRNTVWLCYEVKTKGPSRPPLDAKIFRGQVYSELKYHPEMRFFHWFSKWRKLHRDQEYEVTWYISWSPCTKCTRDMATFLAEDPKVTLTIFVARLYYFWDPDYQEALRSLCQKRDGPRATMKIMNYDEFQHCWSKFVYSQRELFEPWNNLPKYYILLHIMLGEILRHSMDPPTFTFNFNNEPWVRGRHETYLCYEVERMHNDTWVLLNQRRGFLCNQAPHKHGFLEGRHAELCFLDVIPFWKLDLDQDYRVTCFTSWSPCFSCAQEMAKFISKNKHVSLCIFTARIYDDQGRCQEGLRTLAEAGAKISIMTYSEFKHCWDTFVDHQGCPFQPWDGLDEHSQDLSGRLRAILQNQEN
# SENP8 block-2 = blocks human SENP8 cleavage of Nedd8 substrate | AID 602440 | inhibition, % at 20 µM | Q96LD8 | recombinant SENP8, Nedd8 substrate fluorescence | 360,000 tested, 0.64% active; in the data active = inhibition mostly above about 40%, no sharp cut-off; inactive = mostly below about 27%
# Active calls of the source: *; i = inactive; / = no result given; & = joins results of further samples.
no.	smiles	UBC13 inh	SENP8 block-1	SENP7 inh	Apaf1 inhib	SENP6 inh	SENP1 FRET inh	A3G deaminase	SENP8 block-2
1	O=C(CCNS(=O)(=O)c1cccc(Cl)c1)OCC(=O)N1CCN(C(=O)c2ccco2)CC1	-7	-9	-14	11	-8	-1	-10	-3
2	Cc1ccc(S(=O)(=O)N(C)C)cc1NC(=O)CCNC(=O)c1ccccc1Cl	-15	-5	-2	7	-11	0	-2	1
3	Cc1ccc(NCC(=O)c2ccc(C)cc2)cc1	-6	1	2	3	4	1	-5	19
4	COc1c(O)cc2c(c1O)C(=O)CC(c1ccccc1)O2 (stereo not drawn)	-9	0	-4	4	-4	/	-2	/
5	CCC(Oc1ccccc1)C(=O)Nc1nnc(C)s1 (stereo not drawn)	-5	-2	-10	-2	-14	1	-4	10
6	Cc1ccc(C(=O)N/C(=C\c2ccc(Cl)cc2)C(=O)NCCN2CCOCC2)cc1	3	0	7	4	-6	-2	1	5
7	COc1ccc(N(CC(=O)N2CCN(C)CC2)S(=O)(=O)c2ccccc2)cc1OC	9	-1	0	4	-4	0	-4	33
8	CCOc1cc(C2C3=C(CCCC3=O)NC3=C2C(=O)CCC3)ccc1OCCO	-4	-4	-11	8	4	6	-2	-47
9	COCCNC(=O)/C(C#N)=C/c1c(N2CCCCCC2)nc2c(C)cccn2c1=O	4	-8	0	10	1	-33	-2	-262
10	O=C(NNC(=S)NC(=O)c1cccs1)c1cccnc1	10	2	4	-9	-1	2	-3	6
11	O=C(/C=C/c1ccccc1F)c1cccc([N+](=O)[O-])c1	7	2	4	4	-8	1	2	34
12	CCC(C)NC(=O)c1c(F)c(F)c(F)c(F)c1F (stereo not drawn)	4	1	0	-12	-7	-1	-8	16
13	O=C(OCc1ccc(COC(=O)c2cccnc2Cl)cc1)c1cccnc1Cl	4	-22	-4	10	-8	3	-6	1
14	COc1ccc(S(=O)(=O)N2CCC(C(=O)NCCC(=O)NCc3ccccc3OC)CC2)cc1	2	-8	1	-3	5	0	-4	-23
15	O=C(NC1(C(F)(F)F)NC(=O)N(Cc2cccnc2)C1=O)c1ccncc1 (stereo not drawn)	-4	-8	11	-13	-13	0	-6	11
16	COc1cc(S(=O)(=O)N2CCOCC2)c(OC)c(S(=O)(=O)N2CCOCC2)c1	-7	-7	-3	-3	-11	1	-7	-51
17	COC(=O)[C@@H]1C2CCC(C(=O)Nc3ccccc3)(CC2)[C@@H]1C(=O)OC	-10	-1	-1	-3	-10	0	-6	14
18	O=C1N=c2ccccc2=C1c1sc(=S)n(-c2ccc(O)cc2)c1O	-44	8	6	0	32	0	-4	19
19	OCCNNC(=S)NC1CC2C=CC1C2 (stereo not drawn)	-6	-4	-5	8	-20	-2	-3	0
20	COc1ccc(C(=O)Nc2nnc(Cc3cccs3)s2)cc1OC	0	2	-3	-9	9	-6	-7	-6
21	COc1ccc(C(=O)Nc2n[nH]c(-c3ccncc3)n2)cc1	0	-3	1	-8	4	1	-6	14
22	CCN(CC)C(=O)CSc1nc(N)c2c3c(sc2n1)CC(C)CC3 (stereo not drawn)	10	5	-5	20	-7	1	-5	15
23	COc1ccc(CCNC(=O)C(=O)NN=C2CCCCCCC2)cc1OC	-12	-4	-8	-1	-17	3	-1	6
24	CCOC(=O)N1CCN(Cc2nc(CC3CC3)no2)CC1	7	-7	6	-3	1	3	-7	2
25	COc1cc(/C=C2/C(=O)N(c3ccc(C)c(C)c3)N=C2C)cc([N+](=O)[O-])c1O	-61	-5	3	10	4	1	-7	20
26	O=C(NC(=S)NC1CCS(=O)(=O)C1)c1cccc([N+](=O)[O-])c1 (stereo not drawn)	-5	-2	11	-8	-18	1	-4	4
27	CN(C(=O)c1ccc2c(c1)C(=O)N(CCC1=CCCCC1)C2=O)C1CCCCC1	5	-3	-2	25	-7	3	-6	7
28	O=C(COC(=O)c1ccccc1Nc1ccccc1)NCc1ccccc1Cl	3	3	2	12	-3	-5	-4	-78
29	COc1ccc(N=Cc2cc(Cl)ccc2O)cc1Cl	1	1	1	7	-3	-12	-9	-10
30	C=CCOc1ccc(/C(O)=C2/C(=O)C(=O)N(CCCN3CCOCC3)C2c2ccccc2)cc1 (stereo not drawn)	-12	-1	0	-2	6	-3	-6	-42

# Reformatted: 3 of the compounds above
30. C=CCOc1ccc(/C(O)=C2/C(=O)C(=O)N(CCCN3CCOCC3)C2c2ccccc2)cc1 (stereo not drawn)
  UBC13 inh: -12 | SENP8 block-1: -1 | SENP7 inh: 0 | Apaf1 inhib: -2 | SENP6 inh: 6 | SENP1 FRET inh: -3 | A3G deaminase: -6 | SENP8 block-2: -42

23. COc1ccc(CCNC(=O)C(=O)NN=C2CCCCCCC2)cc1OC
  UBC13 inh: -12 | SENP8 block-1: -4 | SENP7 inh: -8 | Apaf1 inhib: -1 | SENP6 inh: -17 | SENP1 FRET inh: 3 | A3G deaminase: -1 | SENP8 block-2: 6

7. COc1ccc(N(CC(=O)N2CCN(C)CC2)S(=O)(=O)c2ccccc2)cc1OC
  UBC13 inh: 9 | SENP8 block-1: -1 | SENP7 inh: 0 | Apaf1 inhib: 4 | SENP6 inh: -4 | SENP1 FRET inh: 0 | A3G deaminase: -4 | SENP8 block-2: 33

# The list goes on:
no.	smiles	UBC13 inh	SENP8 block-1	SENP7 inh	Apaf1 inhib	SENP6 inh	SENP1 FRET inh	A3G deaminase	SENP8 block-2
31	COc1ccc(CCNc2oc(Cc3cccc4ccccc34)nc2C#N)cc1OC	6	2	-1	9	-1	-7	-2	0
32	O=C(CCl)Nc1ccccc1C(=O)NCc1ccccc1	12	-1	1	-5	-12	3	-5	-12
33	CCOc1ccc2[nH]c(C)c(CN3CCCCC3)c(=O)c2c1	9	2	-4	2	-13	2	-7	-315
34	CCOc1ccc(NC(=O)CN2C(=O)C3CC=CCC3C2=O)cc1 (stereo not drawn)	-3	3	14	15	9	-1	-1	8
35	CC(C)C(NC(=O)c1ccc(C(C)(C)C)cc1)C(=O)NCc1ccccn1 (stereo not drawn)	23	11	-2	-5	-10	3	-9	16
36	CCC(C)Sc1ccc(-c2nc3cc(C)ccn3c2NC2CCCCC2)cc1 (stereo not drawn)	38	10	-4	28	17	-23&-22	-6	i
37	CC1CCN(CC(=O)Nc2ccccc2C(=O)NC2CC2)CC1	-8	-14	-13	6	-6	-2	-6	-6
38	C/C(=N/N1CCN(c2ccccc2)CC1)c1cccc([N+](=O)[O-])c1	8	-4	-6	4	-13	2	-8	14
39	O=C(Nc1nc(-c2ccco2)c(-c2ccco2)s1)c1ccc(F)cc1F	-1	-9	15	21	-8	-13	35	-122
40	COc1cc(NC(=O)CCc2c(C)nc3nc(C)nn3c2C)cc(OC)c1	3	4	8	-2	8	0	-8	5
41	CC(NS(=O)(=O)c1cccc(S(=O)(=O)c2ccccc2)c1)C(=O)O (stereo not drawn)	-8	-10	3	8	-11	1	-6	17
42	CCOc1cc(C2CC(=O)Nc3cc(C)c(C)cc32)ccc1O (stereo not drawn)	6	-9	-4	-6	-5	2	-8	14
43	COC(=O)C1=CO[C@@H](O[C@@H]2O[C@H](CO)[C@@H](O)[C@H](O)[C@H]2O)C2C(CO)=CCC12 (stereo partly drawn)	10	2	2	1	-7	1	-9	9
44	Cc1ccc(S(=O)(=O)N2C[C@@H]3[C@H]4CC[C@H](C4)[C@@H]3[C@@H](C)[C@H]2c2ccn(Cc3ccccc3)c2)cc1	/	/	4	21	/	-2	-1	-1
45	CCN(CC)S(=O)(=O)c1ccc2[nH]cc(C(=O)NCCc3ccccc3)c(=O)c2c1	6	7	7	9	-4	1	-7	-23
46	O=C(c1c(F)cccc1F)N(Cc1cccs1)C1CCCC1	18	-10	-6	-2	-12	1	-19	10
47	CS(=O)(=O)Cc1nc2ccccc2oc1=O	2	-7	1	-4	-3	0	-8	20
48	Cc1ccc(NS(=O)(=O)c2ccc(Cl)c(C(=O)Nc3ccccc3-c3nc4ccccc4[nH]3)c2)cc1C	0	-6	0	7	0	2	-8	-229
49	CCN(C(=O)COC(=O)CCC(=O)c1cccs1)C1CCCCC1	13	-3	2	0	-17	0	-5	1
50	C/C(=N\NC(=O)CNC(=O)C1COc2ccccc2O1)c1ccco1 (stereo not drawn)	-3	-2	0	1	4	3	-4	11

# As entered above.
# entry 46 in Apaf1 inhib reads -2
# entry 45 in SENP7 inh reads 7
# entry 48 in Apaf1 inhib reads 7
# entry 41 in SENP8 block-1 reads -10
# entry 44 in Apaf1 inhib reads 21
# entry 47 in SENP7 inh reads 1

# Some of these compounds in order of SMILES length, falling:
no.	smiles	UBC13 inh	SENP8 block-1	SENP7 inh	Apaf1 inhib	SENP6 inh	SENP1 FRET inh	A3G deaminase	SENP8 block-2
48	Cc1ccc(NS(=O)(=O)c2ccc(Cl)c(C(=O)Nc3ccccc3-c3nc4ccccc4[nH]3)c2)cc1C	0	-6	0	7	0	2	-8	-229
45	CCN(CC)S(=O)(=O)c1ccc2[nH]cc(C(=O)NCCc3ccccc3)c(=O)c2c1	6	7	7	9	-4	1	-7	-23
41	CC(NS(=O)(=O)c1cccc(S(=O)(=O)c2ccccc2)c1)C(=O)O (stereo not drawn)	-8	-10	3	8	-11	1	-6	17

# Returning to the listing, starting 3 compounds before the break.
no.	smiles	UBC13 inh	SENP8 block-1	SENP7 inh	Apaf1 inhib	SENP6 inh	SENP1 FRET inh	A3G deaminase	SENP8 block-2
48	Cc1ccc(NS(=O)(=O)c2ccc(Cl)c(C(=O)Nc3ccccc3-c3nc4ccccc4[nH]3)c2)cc1C	0	-6	0	7	0	2	-8	-229
49	CCN(C(=O)COC(=O)CCC(=O)c1cccs1)C1CCCCC1	13	-3	2	0	-17	0	-5	1
50	C/C(=N\NC(=O)CNC(=O)C1COc2ccccc2O1)c1ccco1 (stereo not drawn)	-3	-2	0	1	4	3	-4	11
51	N#CCSc1ccccc1NC(=O)COC(=O)Cc1c[nH]c2ccccc12	1	-5	2	13	-3	43*	-5	-16
52	O=C(C1CCC1)N1CCC(O)(c2cccc(F)c2)CC1	3	3	1	-18	-1	3	-10	11
53	CC1CCCN(C(=O)CN2C(=O)c3ccccc3C2=O)C1 (stereo not drawn)	-9	-4	2	6	-16	4	-1	20
54	Cc1cccc(C(=O)N2CCN(C(=O)c3cccc(C)c3)C(C)C2)c1 (stereo not drawn)	-7	-9	-2	-11	-12	-2	-8	14
55	COc1ccccc1/C=C/C(=O)OCC(=O)NCc1ccc2c(c1)OCO2	6	-9	4	5	-22	3	-6	-217
56	COC(=O)c1ccc(COC(=O)C2CCN(S(=O)(=O)c3ccccc3C(=O)OC)CC2)cc1	-3	-3	3	20	0	-1	3	4
57	O=C(CCCCCn1c(=S)[nH]c2ccccc2c1=O)N1CCOCC1	-3	-6	-9	9	-15	-1	-8	7
58	COc1ccc(-c2csc(NC(=O)c3ccc(N4C(=O)CCC4=O)cc3)n2)cc1	23	-2	8	12	-17	1	17	-63
59	O=[N+]([O-])c1ccc(C2(O)CN(c3ccccc3)C3=[N+]2CCS3)cc1 (stereo not drawn)	0	-6	7	-6	6	13	-12	25
60	O=C(NCc1ccco1)/C(=C/C=C\c1ccccc1)NC(=O)c1ccc(Br)o1	1	-4	5	6	-7	-1	-4	-3
61	Cc1cccc(C)c1-n1cccc1/C=C1\SC(=S)N(c2cccc(C(=O)O)c2)C1=O	-31	7	2	18	12	-22	-3	22

# Rows were taken by chance; any-hit rate near 3.6%.
